Assay outcomes as filed in PubChem.
APP 5'UTR act: APP 5'UTR luciferase reporter activation; SH-SY5Y APP 5'UTR luciferase reporter, luminescence; zero percent = DMSO vehicle wells; activation, % at 2 µM; 190,000 tested, 1% active; AID 1276;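 active means activation above a set limit, based on mean plus 3 SD of controls, cut at about 140% in these data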; further: values of inactives mirror those of a sister screen read the other way
ROMK primary: modulates human ROMK potassium channel activity; P48048; Tet-inducible ROMK, thallium flux fluorescence; actives lie on both sides; B-score at 10 µM; 130,000 tested, 2% active; AID 1918;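 active means signal ratio slope over the read window, or its plate-corrected B-score, at least 3 SD from the plate mean, either direction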;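 further: B-score of the F/F0 ratio slope over 7 to 12 s after thallium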
Target sequence (P48048 whole entry, looked up): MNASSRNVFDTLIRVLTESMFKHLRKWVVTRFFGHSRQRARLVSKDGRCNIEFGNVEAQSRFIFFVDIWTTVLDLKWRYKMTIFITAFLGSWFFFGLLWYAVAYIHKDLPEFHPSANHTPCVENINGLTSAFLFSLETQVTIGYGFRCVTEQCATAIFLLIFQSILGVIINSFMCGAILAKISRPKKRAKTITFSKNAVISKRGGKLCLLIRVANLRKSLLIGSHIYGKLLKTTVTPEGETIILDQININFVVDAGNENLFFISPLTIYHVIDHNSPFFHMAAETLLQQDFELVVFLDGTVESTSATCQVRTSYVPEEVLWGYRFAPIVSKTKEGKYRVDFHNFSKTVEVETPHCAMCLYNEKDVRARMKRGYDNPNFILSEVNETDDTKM
STAT1 act: STAT1 signaling activation; 200,000 tested, 2.6% active; activation (% of control), % at 5.5 µM; AID 932; NIH 3T3 STAT1-luciferase reporter, IFN-gamma, luminescence; 100% = IFN-gamma alone, no compound;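 active means activation above the screen-wide mean activation plus 3 SD, cut at about 130% in these data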;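 further: raw ratio to IFN-gamma control signal so 100% means no change and 0% no light; values of inactives mirror those of a sister screen read the other way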
FLuc stim CS: affects firefly luciferase, flagging false hits in luciferase stimulation screens | P08659 | ATPlite luciferase biochemical, luminescence, 10 min; 0 = ATP-free wells, 1 = DMSO control | activation factor at 10 µM | 200,000 tested, under 10 active;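 active means luciferase activation factor, scaled between plate controls, of at least 2 with compound at 10 µM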
Target sequence (P08659 whole entry, looked up): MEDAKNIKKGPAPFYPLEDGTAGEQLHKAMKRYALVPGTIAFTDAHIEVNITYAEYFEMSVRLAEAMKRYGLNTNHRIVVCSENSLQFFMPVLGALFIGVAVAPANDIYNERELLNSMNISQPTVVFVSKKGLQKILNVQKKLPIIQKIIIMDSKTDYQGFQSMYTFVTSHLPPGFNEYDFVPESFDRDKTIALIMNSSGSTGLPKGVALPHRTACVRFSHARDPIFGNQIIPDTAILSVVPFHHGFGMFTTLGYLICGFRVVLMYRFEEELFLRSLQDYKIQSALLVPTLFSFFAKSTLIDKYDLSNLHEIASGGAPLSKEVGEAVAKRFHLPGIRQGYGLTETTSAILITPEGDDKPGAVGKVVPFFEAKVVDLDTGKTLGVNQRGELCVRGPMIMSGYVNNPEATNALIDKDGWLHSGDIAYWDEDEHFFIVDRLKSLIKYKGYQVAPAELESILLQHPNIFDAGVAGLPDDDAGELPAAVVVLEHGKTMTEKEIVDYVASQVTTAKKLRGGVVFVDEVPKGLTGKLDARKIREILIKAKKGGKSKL
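System: Luciferase/luciferin detection reagent, cell-free biochemical luciferase assay | Medium: PBS buffer for ATP | Dosing: Test compounds dosed from 2 mM stocks in 100% DMSO | Timing: 10 min at ambient temperature | Signal: Luminescence measurement of luciferase light output | Evaluation: Luciferase activation, seen as luminescence increase over controls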
FLuc inhib CS: Photinus pyralis luciferase inhibition counter-screen; inhibition, % at 10 µM; P08659; ATPLite firefly luciferase biochemical luminescence, 10 min; 200,000 tested, 1.5% active;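 active means inhibition above about 50% when tested at 10 µM, limit read from the data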
APP 5UTR inh: APP translation inhibition. SH-SY5Y APP 5'UTR-luciferase reporter, luminescence. inhibition, % at 2 µM. 190,000 tested, 0.82% active. AID 1285;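 active means inhibition above a set limit, derived from the sample mean plus 3 SD, cut at about 45% in these data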; further: values of inactives mirror those of a sister screen read the other way
STAT3 act: activators of IL-6 induced STAT3 signaling; U3A cells, IL-6 STAT3-luciferase reporter, luminescence; 100% = signal with IL-6 EC80 alone; activation (% of control), % at 5.6 µM; 190,000 tested, 0.91% active;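 active means activation above the screen-wide mean of compound activation plus 3 SD, cut at about 130% in these data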;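 further: 0% = background luminescence of wells with medium and substrate only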
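Test system: STAT3-luciferase reporter U3A cells; Detection: reporter luminescence signal; Times: 1 h compound pre-exposure, 6 h IL-6 stimulation, 37 °C; Benchmarks: IL-6-only high control; Also added: IL-6 stimulus at 33 ng/mL final.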
NF-kB expr up: compounds increasing NF-kB expression in human neuronal cells | NF-kB reporter expression; active compounds read high | fold change at 12.5 µM | 190,000 tested, 1.6% active | AID 1239; in the data active means fold change above about 3.3
STAT3 inh: inhibitors of IL-6 induced STAT3 signaling; U3A cells, IL-6 STAT3-luciferase reporter, luminescence; host cell line lacks STAT1; inhibition, % at 5.5 µM; 190,000 tested, 0.89% active;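 active means inhibition above the mean inhibition across all screened compounds plus 3 SD, cut at about 44% in these data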;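 further: 0% = DMSO only wells and 100% = 100 µM nifuroxazide control wells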
STAT1 blocker: reduces IFN-gamma driven STAT1 reporter signal. NIH 3T3 STAT1-luciferase reporter, luminescence. inhibition, % at 5.5 µM. 200,000 tested, 0.35% active;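 active means inhibition above a set limit, the mean inhibition across all tested compounds plus 3 SD, cut at about 34% in these data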;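 further: 0% = IFN-gamma with DMSO and 100% = IFN-gamma with 300 µM nifuroxazide; values of inactives mirror those of a sister screen read the other way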
An asterisk follows results filed as active; · = not tested or not shown.

SMILES	APP 5'UTR act	ROMK primary	STAT1 act	FLuc stim CS	FLuc inhib CS	APP 5UTR inh	STAT3 act	NF-kB expr up	STAT3 inh	STAT1 blocker
CC(C)(C)c1nc2scc(-c3ccc(Br)cc3)c2c(=O)o1	-12	0.035	103	1	4	12	98	1.1	7	-1
COCC(C)n1c(C)cc(C(=O)CSc2nnnn2-c2ccc(O)cc2)c1C (configuration not stated)	10	-0.11	103	1	2	-10	100	0.87	0	-2
Cc1cccc(Nc2ncnc3c2cnn3C)c1	8	0.1	106	1.1	-6	-8	90	1	16	-8
Cn1c(Cn2c(=O)sc3ccccc32)nnc1SCc1ccccn1	4	-0.88	102	1.1	-8	-4	105	0.94	-1	-2
COc1ccccc1C1CC(=O)NC(C)=C1C(=O)OCC(C)C (configuration not stated)	4	-1.3	100	1.1	-7	-4	94	0.85	12	0
c1cnc(SCCCOc2ccc3ccccc3c2)nc1	37	·	112	1.1	-6	-37	107	2.2	-6	-13
COc1ccc(-c2cc(C(F)(F)F)n3ncc(C(=O)NCC4CCCO4)c3n2)cc1OC (configuration not stated)	-4	-0.096	106	1	-4	4	104	0.77	1	-6
S=C(Nc1ccccc1)Nc1ccc(Br)cn1	21	0.0065	113	1.1	-8	-21	92	1.1	13	-14
CC(=O)OC[C@H]1O[C@@H](n2ccc(=O)[nH]c2=S)C(OC(C)=O)C1OC(C)=O (some centres not stated)	9	0.54	97	1	-1	-9	106	1.2	-2	3
COc1cccc(CNCCc2c[nH]c3ccccc23)c1OCc1ccccc1	0	·	92	1.1	-7	0	115	0.92	-11	9
CCOC(=O)c1cnc(-n2nc(C)cc2C)nc1NCCc1ccccc1	-1	-1.2	91	1	3	1	83	0.47	24	10
CCCCN(CC)CCNC(=O)c1cn(-c2ccc(Cl)cc2)c(=O)c2ccccc12	5	-0.028	102	1	4	-5	103	1	-2	-4
O=[N+]([O-])c1nn(-c2ccc3c(c2)OCCO3)n(O)c1=NCc1ccc(F)cc1Cl	165*	-0.63	142*	0.9	10	-165	88	2.1	22	-48
Cc1nn(Cc2cccc(F)c2)c(C)c1NC(=O)c1c(Cl)cnn1C	-11	·	106	1.1	-7	11	99	0.96	4	-7
Cc1ccc(-n2ncc3c(=O)n(CC(=O)OCc4ccccc4)cnc32)cc1	-2	-0.17	114	1	1	2	100	1.8	3	-16

Ordered by value in ROMK primary (highest first): three from the list above
canonical_smiles	APP 5'UTR act	ROMK primary	STAT1 act	FLuc stim CS	APP 5UTR inh	STAT3 act	NF-kB expr up	STAT1 blocker
Cc1cccc(Nc2ncnc3c2cnn3C)c1	8	0.1	106	1.1	-8	90	1	-8
O=[N+]([O-])c1nn(-c2ccc3c(c2)OCCO3)n(O)c1=NCc1ccc(F)cc1Cl	165*	-0.63	142*	0.9	-165	88	2.1	-48
CCOC(=O)c1cnc(-n2nc(C)cc2C)nc1NCCc1ccccc1	-1	-1.2	91	1	1	83	0.47	10

Carrying on.
SMILES	APP 5'UTR act	ROMK primary	STAT1 act	FLuc stim CS	FLuc inhib CS	APP 5UTR inh	STAT3 act	NF-kB expr up	STAT3 inh	STAT1 blocker
CCN1CCN(C(C)C(=O)Nc2c(C)n(C)n(-c3ccccc3)c2=O)CC1 (configuration not stated)	1	·	101	1	-2	-1	93	1.1	12	-1
COc1cccc(-c2nc(-c3ccc(NC(=O)c4cccs4)cc3)no2)c1	30	·	128	0.9	7	-30	96	1.1	15	-31
CCN(c1ccccc1)S(=O)(=O)c1ccc(C(=O)Nc2nnc(C3CC3)o2)cc1	-14	0.67	97	1.1	-6	14	103	0.84	-3	4
CCN(CC)C(=O)C1CCCN(Cc2ccc(F)c(F)c2)C1 (configuration not stated)	-11	·	93	1	-1	11	97	1	10	6
S=c1[nH]nc(-c2cc(-c3ccsc3)n[nH]2)n1-c1cccc2ccccc12	16	0.14	112	1.1	-6	-16	102	0.78	8	-12
O=C(CCn1nnc2ccccc21)NNC(=O)C1CCCCC1	-5	·	95	1.1	-6	5	102	1.1	2	4
CC(C)(C)NC(=O)CSc1nc(-c2ccc(F)cc2)cs1	77	-0.44	141*	0.4	55*	-77	93	4.7*	11	-47
CC(C)(C)c1ccc(C(=O)N2CCC(C(=O)NCC3CCCO3)CC2)cc1 (configuration not stated)	20	·	115	1	-3	-20	117	1.3	-16	-16
Cn1c(Cl)c(C(=O)Nc2ccccc2)c2ccccc21	17	·	99	0.9	7	-17	158*	1.2	-72	1
CC(C)(C)c1cc(C(=O)Nc2cccc3ccccc23)ccn1	-3	-0.31	108	1	-2	3	111	1.5	-9	-9
Cc1ccc(Cl)cc1NC(=O)C(Cc1ccccc1)N1C(=O)C2C3CCC(C3)C2C1=O (configuration not stated)	-4	-1.3	103	1	1	4	107	0.91	-6	-3
Cc1ccc(CS(=O)(=O)CCC(=O)NCCCN2CCCC2)cc1	-2	·	95	1.1	-8	2	103	1.1	0	5
COC(=O)c1nn(-c2ccc3c(c2)CCN3C(C)=O)cc1O	-23	·	89	0.1	94*	23	14	0.91	100*	12
Cc1ccc(C(=O)N/C(=C/c2ccco2)C(=O)Nc2cccc(C)c2)cc1	-14	-0.76	98	1	-4	14	103	1.7	-4	2
CS(=O)(=O)N1CCN(c2ccc(NC(=O)C(c3ccccc3)c3ccccc3)cc2)CC1	-14	0.011	111	1	-4	14	105	1.2	-3	-6
Cn1ncc2c(N3CCC(Cc4ccccc4)CC3)ncnc21	44	0.49	86	1.1	-7	-44	93	0.96	11	14
COc1ccc(-n2c(-c3ccc(Br)cc3)nc(=S)c3c2CCCC3)cc1	-8	·	106	1.1	-5	8	103	0.89	-4	-7
CCn1c(=O)cc(SCC(=O)N2CCN(Cc3ccc4c(c3)OCO4)CC2)c2ccccc21	7	·	90	1	-2	-7	88	1.1	17	11
CC(=O)NC1=NN(C(C)=O)C(C)(c2cccnc2)S1 (configuration not stated)	-17	-1.3	99	1.1	-6	18	93	1.2	10	0
COc1cccc(Oc2cncnc2-c2ccc(OC)cc2O)c1	-3	·	102	1	-3	4	98	0.92	4	-2
Cc1ccc(/C=N/N2CCN(Cc3ccccc3)CC2)cc1	1	-0.38	108	1	-4	-1	98	1	9	-8
Cc1ccc2[nH]c(=O)c(CC=C(Cl)Cl)c(C)c2c1	0	0.24	100	1	-4	0	96	1	3	2
Cn1nc([N+](=O)[O-])c(C(C#N)c2nc3ccccc3n2C)c(Cl)c1=O (configuration not stated)	-14	-0.66	104	1.1	-6	14	93	0.31	8	-4
COc1ccc(C(=O)NCc2cccs2)cc1S(=O)(=O)N1CCOCC1	23	-0.0032	93	1	0	-23	97	1.1	12	7
CCOc1ccc(NS(=O)(=O)c2ccc(OCC(=O)NCCCOC)cc2)cc1	-15	·	94	1.1	-5	15	94	1.4	11	7
CCNC(=S)NNC(=O)c1csc2c1CCC(C)C2 (configuration not stated)	24	·	100	1	-2	-24	97	1.4	5	0
c1nc(N2CCC3(CC2)OCCO3)c2[nH]cnc2n1	24	0.42	111	1.1	-8	-24	95	1.3	9	-12
O=C1C=C(N2CCCCC2)C2(CCCCC2)O1	-3	-1.1	96	1	1	3	100	1.1	7	3
CC1(C)CC(=O)C(Sc2nnc(-c3ccc(O)cc3)n2CC2CCCO2)C(=O)C1 (configuration not stated)	-20	·	101	1	-1	20	100	1.1	4	-1
COc1ccc(C(C)=O)cc1COc1ccc(-n2cnnn2)cc1	13	·	104	1	0	-13	88	1	17	-4
Cc1ccc(/C=N/N2CCN(c3ccncc3S(=O)(=O)N3CCCCC3)CC2)cc1	8	-0.097	94	1	-4	-8	95	1	13	7
CC(=O)c1ccc(CCCCCCCCCC(=O)O)s1	14	·	93	1	-2	-14	109	1.2	-10	7
CN(C)C(=O)COC(=O)c1cc(Cl)cc(Cl)c1N	-13	·	99	1.1	-8	13	96	0.95	6	1
Cc1ccc(C2c3c(C)nn(-c4ccc([N+](=O)[O-])cc4)c3N=C3C(=O)Nc4ccccc4N32)cc1 (configuration not stated)	34	-0.041	115	1.1	-8	-34	95	0.43	10	-16
COc1ccccc1N1CCN(C(=O)C(OC(C)=O)c2ccccc2)CC1 (configuration not stated)	-3	·	104	1.1	-9	3	104	1	-4	-1
O=C(Nc1ccc(N2CCCC2)c(Cl)c1)c1ccccc1[N+](=O)[O-]	13	0.41	105	1	1	-13	106	1	-7	-6
CCC(=O)c1ccc(N2CCCCC2)c(F)c1	7	0.34	121	0.9	5	-6	92	1.1	11	-24
O=C(NCC(O)CO)c1ccc2[nH]c3ccccc3c2c1 (configuration not stated)	-5	·	98	1.1	-7	5	96	1.4	6	-3
CON(C)c1nc(Oc2ccc(=O)[nH]n2)nc(N(C)C)n1	2	·	100	1	0	-2	101	1.1	2	0
Cc1ccc2ncccc2c1[N+](=O)[O-]	-20	·	98	1	-4	20	93	1.4	8	2
CCNC(=O)CSc1nnc(-c2cccs2)o1	-2	0.76	105	1.1	-9	2	110	1.3	-6	-4
COc1ccc2nc(NC(=O)CSc3nnc(C)s3)sc2c1	3	·	120	0.9	5	-3	102	1.4	-1	-23
CC(=O)N1C(=O)CC(C)N(C(C)=O)c2ccc([N+](=O)[O-])cc21 (configuration not stated)	9	·	92	1.1	-6	-9	99	1	-4	9
Cc1ccc2cccc(OCC(=O)N3CCc4ccccc43)c2n1	-5	0.37	104	1	-3	5	91	0.96	13	-7
COC(=O)NCC(c1ccco1)N1CCN(c2ccc(F)cc2)CC1 (configuration not stated)	-32	·	98	1	1	32	106	1.3	-12	2
Cc1cccc(-c2nsc(SCC(=O)NCC3CCCO3)n2)c1 (configuration not stated)	-10	-0.87	104	0.8	19	10	109	1.4	-6	-2
CNc1nc2[nH]c(=O)c3c(c2s1)OC(N)=C(C#N)C3c1cccc(F)c1 (configuration not stated)	6	0.75	98	1	-2	-6	95	1.4	14	2
CCN(CC)S(=O)(=O)c1ccc(OC)c(NC(=S)Nc2cccc(C)c2C)c1	8	0.019	100	1.1	-7	-8	99	1	1	0
Cc1ccc(C(=O)CSc2ncnc3ccccc23)o1	98	·	159*	0.7	27	-98	105	3	-1	-67
Cc1nc2ccccc2c(=O)n1NC(=O)Cc1ccc(Br)cc1	16	·	106	1.1	-6	-16	103	0.97	0	-7
O=C(CCCCCn1c(=O)[nH]c2ccccc2c1=O)NCCc1c[nH]c2ccccc12	9	·	96	1	1	-9	130	0.79	-30	4
COc1ccc(OC)c(S(=O)(=O)n2nc(C)cc2C)c1	-5	0.46	92	1.1	-9	5	100	0.95	2	7
COc1cccc(C(=O)OCn2nnc3ccccc3c2=O)c1	7	-0.65	94	1	-4	-7	107	1.2	-6	4
Cc1c(Cl)cccc1NC(=O)[C@@H](NC(=O)c1ccccc1Cl)C(C)C	2	-0.7	99	1.1	-5	-2	100	1.2	-2	1
Cc1onc(-c2ccccc2)c1C(=O)Nc1sc2c(c1C#N)CCC(C)C2 (configuration not stated)	-19	0.38	94	1.1	-6	19	94	0.97	9	6
C=CCn1c(SCC(=O)Nc2cc(C)nn2-c2ccccc2)nnc1C1CCCCC1	-5	0.064	98	1	2	5	100	0.86	5	3
